Screens as filed in PubChem BioAssay.
Abeta rescue – A-beta toxicity reversal in yeast; yeast expressing A-beta42, growth rescue, OD600, 48 h; response scale: 0% DMSO, 100% iron-clioquinol control; Potency, µM (highest dose often 46.1 µM), inactives show top-dose growth rescue, hits mostly activators; actives 0.063% (n = 410,000); AID 1347071; note: potency is the fitted concentration of half-maximal effect; nearly all actives have a fitted effect of over 55% in size
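Yeast growth medium received pinned compounds, then yeast cells expressing toxic A-beta were added; plates incubated at 30 C for 48 hr. Growth read as absorbance at 600 nm, normalized to DMSO and equimolar FeCl3 plus clioquinol controls.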
D3 antag – D3 dopamine receptor (human) antagonism. P35462. D3R cells, DiscoveRx beta-arrestin luminescence, antagonist mode; active compounds read low. max response, negative = inhibition, %. actives 2.5% (n = 360,000). AID 652054; in the data active = max response below about -50%; inconclusive = no clear call, values can overlap the other calls; note: % is set by controls: 0 for no effect and ±100 for the full control effect; mostly tested at two doses, the higher about 12 µM
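Cells expressing the human receptor were seeded at 1500 cells/well, incubated overnight at 37 degrees C in 5% CO2, then exposed to library compounds with dopamine controls for 90 minutes at 37 degrees C before luminescent detection.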
FUS yeast rescue – FUS proteinopathy suppression in yeast | S. cerevisiae FUS-expressing, growth rescue, OD600, 24 h | actives 0.24% (n = 390,000) | Potency, µM (top dose mostly 76.6 µM), without a hit: top-dose growth rescue (activation), most hits filed as activators | AID 1347120;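 note: potency is the fitted concentration of half-maximal effect; plate controls were DMSO vehicle for no effect and reference control for full effect; nearly all actives have a fitted effect of over 55% in size; some results filed as inactive show a strong effect at the top dose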
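S. cerevisiae expressing FUS from galactose induction served as the toxicity model. Growth after 24hr at 30C, read as absorbance at 600 nm, indicates suppression of toxicity; compounds dosed at several concentrations.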
aSyn rescue – inhibitors of alpha-synuclein toxicity in yeast; Yeast expressing alpha-synuclein, growth rescue, BacTiter-Glo, 24 h; actives 0.14% (n = 370,000); Potency, µM (highest dose often 46.1 µM), inactives show at the highest dose growth rescue (activation), usual class: activators; note: potency is the fitted concentration of half-maximal effect; % of control where 0% means no effect; nearly all actives have a fitted effect of over 65% in size
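Rescue of yeast growth: cells expressing toxic alpha-synuclein, induced in galactose at OD600 0.02, incubated with compound 24 h at 30 C. ATP luminescence quantified growth; inhibitors of toxicity appear as activators.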
PTHR1 agonist – PTHR1 (human) receptor agonism. actives 0.075% (n = 410,000). Q03431. HEK293 GP2 PTHR1 cells, GloSensor cAMP luminescence, 1 h. Potency, µM (titrated, usually from 115 µM), for inactives: at the highest dose activation, usual class: activators; note: potency is the fitted concentration of half-maximal effect; nearly all actives have a fitted effect of over 55% in size; some results filed as inactive show a strong effect at the top dose; inactives centre near -15; many of its hits are not listed in these tables
Target sequence (Q03431 whole entry, looked up): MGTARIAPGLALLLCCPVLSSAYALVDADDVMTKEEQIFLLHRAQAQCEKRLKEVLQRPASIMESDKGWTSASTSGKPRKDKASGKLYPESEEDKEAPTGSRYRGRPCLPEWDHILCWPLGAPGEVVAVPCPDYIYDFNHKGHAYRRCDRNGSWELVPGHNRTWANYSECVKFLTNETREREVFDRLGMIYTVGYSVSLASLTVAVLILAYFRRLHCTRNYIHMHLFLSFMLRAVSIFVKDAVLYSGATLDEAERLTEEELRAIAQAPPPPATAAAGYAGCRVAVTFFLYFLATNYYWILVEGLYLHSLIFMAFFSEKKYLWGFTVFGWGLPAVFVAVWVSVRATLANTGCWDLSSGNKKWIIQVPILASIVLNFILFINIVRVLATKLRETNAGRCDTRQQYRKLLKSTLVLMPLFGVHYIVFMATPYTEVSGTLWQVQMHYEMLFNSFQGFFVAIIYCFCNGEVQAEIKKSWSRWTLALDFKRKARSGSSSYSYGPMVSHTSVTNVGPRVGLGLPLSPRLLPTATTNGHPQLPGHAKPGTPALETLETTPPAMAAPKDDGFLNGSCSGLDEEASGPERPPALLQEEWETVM
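HEK-293-derived GP2 cells expressing PTHR1 and a GloSensor cAMP reporter, 3,000/well, plated overnight, given luciferin plus IBMX (each 0.5 mM as added) for 1 h at 37 °C, then compound for 1 h at 37 °C. Luminescence was read after 15 min at room temperature.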
pAkt inh – blocks phosphorylation of Akt; AID 651550; Neuro2A IGF-stimulated pAkt S473 HTRF, 20 min; active compounds read low; actives 0.32% (n = 360,000); activity change, % for hits at 50 µM; in the data active = activity change below about -80%; inconclusive = mostly about -51% to -80%; note: % is set by controls: 0 for no effect and ±100 for the full control effect
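Neuro2A cells (4,500/well, DMEM with 0.5% FBS) were treated with compound at a single 50 µM final concentration, stimulated with 6 nM IGF for 20 min at 37 °C, and lysed. Phospho-Akt Ser473 was read by HTRF as 665/615 ratio ×10^4.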
TDP43 rescue – rescues yeast growth from TDP-43 toxicity | actives 1.8% (n = 410,000) | TDP-43 expressing yeast growth rescue, BacTiter-Glo, 24 h | Potency, µM (doses to about 46.1 µM), for inactives: at the top dose growth rescue (activation), actives largely listed as activators; note: potency is the fitted concentration of half-maximal effect; % of control where 0% means no effect; nearly all actives have a fitted effect of over 50% in size
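Cell-based yeast growth screen: TDP-43 expression induced in galactose, inoculum OD600=0.02 after raffinose pregrowth to mid-log. Read-out BacTiter-Glo luminescence at 24 hr, 30 deg C; inhibition of toxicity seen as signal increase.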
GLP1R inv ag – GLP-1 receptor (human) inverse agonism; P43220; HEK293 GLP-1R CRE-luciferase, luminescence, 24 h; GLP-1R form is constitutively active; Potency, µM (series often up to 38.3 µM), for the others: top-dose activity change, negative = inhibition, usual class: inhibitors; actives 1.6% (n = 410,000); AID 624417; note: potency is the fitted concentration of half-maximal effect; % is set by controls: 0 for no effect and ±100 for the full control effect; nearly all actives have a fitted effect of over 55% in size
Target sequence (P43220 whole entry, looked up): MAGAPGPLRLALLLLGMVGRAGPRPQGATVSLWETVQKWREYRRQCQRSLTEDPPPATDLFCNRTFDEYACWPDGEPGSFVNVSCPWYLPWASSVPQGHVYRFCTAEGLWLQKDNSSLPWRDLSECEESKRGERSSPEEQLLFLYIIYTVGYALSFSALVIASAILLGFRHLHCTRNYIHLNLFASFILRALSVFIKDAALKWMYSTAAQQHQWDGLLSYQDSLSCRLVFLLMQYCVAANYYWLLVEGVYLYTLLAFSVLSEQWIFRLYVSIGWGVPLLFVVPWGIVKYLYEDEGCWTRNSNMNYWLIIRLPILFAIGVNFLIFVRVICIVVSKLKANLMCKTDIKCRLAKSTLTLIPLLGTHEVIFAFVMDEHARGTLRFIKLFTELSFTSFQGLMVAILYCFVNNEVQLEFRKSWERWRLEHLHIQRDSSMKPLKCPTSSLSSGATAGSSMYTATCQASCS
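Readout was luciferase luminescence, measured 12 min after detection reagent at room temperature. Beforehand, GLP-1R reporter HEK293 cells had sat 12 h, then received compounds for 24 hr at 37 deg C.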
GLP-1R agonist – agonists of human GLP-1 receptor; HEK293 GLP-1R CRE-luciferase, luminescence, 4-6 h; cells express a hypersensitive GLP-1R form; AID 624172; actives 0.007% (n = 380,000); Potency, µM (highest dose often 45.6 µM), without a hit: at the top dose activation, actives largely listed as activators; P43220; note: potency is the fitted concentration of half-maximal effect; % of control where 0% means no effect
An asterisk follows results filed as active; i = inactive; ? = inconclusive; nt = no result given; & = joins results of further samples; [ ] = dose if it differs, or a comment. Unless noted, calls come from the whole dose curve; as a rule, active = well fitted curve in the direction sought with a large enough effect; inconclusive = small, poorly fitted or top-dose-only effect, or another doubt; inactive = no such curve, though single readings can be large; an effect the other way counts as inactive or inconclusive.

SMILES	Abeta rescue	D3 antag	FUS yeast rescue	aSyn rescue	PTHR1 agonist	pAkt inh	TDP43 rescue	GLP1R inv ag	GLP-1R agonist
CCOc1cc(C2NC(=S)NC(C)=C2C(=O)Nc2ccc(OC)cc2)ccc1O (configuration not stated)	5%	-12	nt	-7%	-13%	i	-19%	-4%	9%
COc1cc(C(=O)Nc2ccc(N3CCOCC3)cc2)ccc1OCc1c(C)noc1C	-1%	4	-4%	1%	-12%	i	-12%	2%	1%
COc1cccc(C(=O)Nc2cccc(C(=O)NCC(C)C)c2)c1	-7%	-16	nt	0%	i	i	-2%	-6%	1%
CCCOC1(C(F)(F)F)NC(=O)N(c2ccc(Cl)cc2)C1=O (configuration not stated)	4%	nt	-18%	1%	-11%	nt	4%	?	-8%
COc1ccccc1-c1c(C(F)(F)F)oc2cc(OC(=O)c3ccccc3[N+](=O)[O-])ccc2c1=O	?	-19	7%	0%	-1%	i	?	28%	0%
CCN(CC)C(=O)c1ccc2c(=O)n(Cc3ccc4c(c3)OCO4)c(=S)[nH]c2c1	-13%	18	21%	3%	-36%[inhibitor]	i	19%	?	-4%
O=c1[nH]cncc1OCc1ccccc1	3%	-17	nt	6%	i	i	14%	6%	0%
O=C(COC(=O)C(CO)NS(=O)(=O)c1ccc(Br)cc1)Nc1ccc2c(c1)OCCO2 (configuration not stated)	17%	0	-4%	7%	i	i	3%	9%	-4%
O=C1CC(NCc2ccc3c(c2)OCO3)C(=O)N1Cc1ccc2c(c1)OCO2 (configuration not stated)	-24%	-1	14%	-7%	i	i	15%	-20%	-4%
O=C(Nc1nnc(SCc2cc(=O)n3cc(Cl)ccc3n2)s1)c1cccc(F)c1	11%	nt	12%	nt	4%	nt	21%	5%	nt

In a second layout: results already given.
CCOc1cc(C2NC(=S)NC(C)=C2C(=O)Nc2ccc(OC)cc2)ccc1O (configuration not stated)
  Abeta rescue = 5%
  D3 antag = -12
  FUS yeast rescue = nt
  aSyn rescue = -7%
  PTHR1 agonist = -13%
  pAkt inh = i
  TDP43 rescue = -19%
  GLP1R inv ag = -4%
  GLP-1R agonist = 9%
COc1ccccc1-c1c(C(F)(F)F)oc2cc(OC(=O)c3ccccc3[N+](=O)[O-])ccc2c1=O
  Abeta rescue = ?
  D3 antag = -19
  FUS yeast rescue = 7%
  aSyn rescue = 0%
  PTHR1 agonist = -1%
  pAkt inh = i
  TDP43 rescue = ?
  GLP1R inv ag = 28%
  GLP-1R agonist = 0%
O=C(COC(=O)C(CO)NS(=O)(=O)c1ccc(Br)cc1)Nc1ccc2c(c1)OCCO2 (configuration not stated)
  Abeta rescue = 17%
  D3 antag = 0
  FUS yeast rescue = -4%
  aSyn rescue = 7%
  PTHR1 agonist = i
  pAkt inh = i
  TDP43 rescue = 3%
  GLP1R inv ag = 9%
  GLP-1R agonist = -4%
O=c1[nH]cncc1OCc1ccccc1
  Abeta rescue = 3%
  D3 antag = -17
  FUS yeast rescue = nt
  aSyn rescue = 6%
  PTHR1 agonist = i
  pAkt inh = i
  TDP43 rescue = 14%
  GLP1R inv ag = 6%
  GLP-1R agonist = 0%

Other compounds follow.
SMILES	Abeta rescue	D3 antag	FUS yeast rescue	aSyn rescue	PTHR1 agonist	pAkt inh	TDP43 rescue	GLP1R inv ag	GLP-1R agonist
NC(=O)CSc1nnc(-c2ccc3c(c2)OCO3)o1	-1%	11	3%	0%	i	i	-6%	?	-2%
COc1ccc(CC(=O)OCC(=O)Nc2ccc(Br)cc2)cc1	-23%	-4	-19%	-1%	i	i	-13%	0%	-7%
COc1cccc(-c2nc(-c3ccccc3)[nH]c(=O)c2C#N)c1	3%	0	16%	1%	-11%	i	-8%	1%	-11%
CC(C)Cc1cc(C(=O)N2CCN(C(c3ccccc3)c3ccccc3)CC2)no1	-22%	6	26%	-21%	-34%[inhibitor]	i	?	?	7%
Cc1ccc(O)c(CNc2cnc3ccccc3c2)c1	11%	0	36%	1%	-82%[inhibitor]	i	-9%	?	-5%
Cc1cc(C)c(OCC(=O)OCC(=O)NC2CCC(C)CC2)c(C)c1 (configuration not stated)	0%	1	9%	10%	i	i	21%	6%	-1%
CN(CCCN1CCOCC1)C(=O)c1ccc2nc(Cc3cccc(Cl)c3)oc2c1	5%	4	3%	-1%	i	i	6%	?	-4%
Cc1cccc(-c2nnn3c2nc(NCCc2ccc(S(N)(=O)=O)cc2)c2cc(Cl)ccc23)c1	0%	nt	-14%	nt	-19%	nt	4%	6%	6%
Cc1ccccc1-c1nc(SCc2cccnc2)c2c(=O)n(C)c(=O)n(C)c2n1	-17%	8	-4%	-1%	-51%[inhibitor]	i	-24%	12%	1%
COc1ccc(CCNS(=O)(=O)CCNC(=O)c2ccc3c(c2)OCO3)cc1	15%	26	-3%	5%	i	i	-1%	-6%	0%
O=c1c(-c2ccc(O)cc2O)coc2cc(O)cc(O)c12	-13%	14	-10%	-1%	-43%[inhibitor]	i	28%	20%	16%
O=C(Nc1ccc2oc(-c3ccncc3)nc2c1)c1ccc([N+](=O)[O-])o1	-63%[inhibitor]	-6	9%	10%	-3%	i	?	118%[activator]	14%
COc1cc(CNC[C@H]2O[C@@H](n3ccc(N)nc3=O)[C@H](O)[C@@H]2O)ccc1OCc1cccc(Cl)c1	-2%	-7	12%	0%	i	i	25%	14%	-8%
COc1ccc(-n2cnnc2SCC(=O)Nc2cc(C(C)(C)C)nn2-c2ccccc2)cc1	-1%	-56*	-11%	-2%	-51%[inhibitor][57.5 µM]	i	2%	-21%	0%
CCOc1ccc2[nH]cc(S(=O)(=O)c3ccc(Cl)cc3)c(=O)c2c1	0%	-6	-18%	-5%	i	i	2%	-36%	6%
COc1ccc(NC(=O)Nc2cccc3[nH]c([C@@H]4O[C@H](CO)[C@@H](O)[C@H](O)[C@H]4O)nc23)cc1OC1CCCC1	-11%	12	9%	0%	-2%	i	21%	25%	-5%
CCc1nc2ccc(C(=O)NCCCn3ccnc3)cn2c1N(C)Cc1ccc(N(C)C)cc1	-3%	10	14%	-10%	i	i	0%	18%	11%
O=C(COC(=O)c1cc(Cl)ccc1Cl)Nc1ccc2[nH]c(=O)[nH]c2c1	0%	0	21%	-6%	7%	i	-13%	48%[activator]	5%
O=P(O)(O)c1ccccc1OCc1ccccc1	16%	0	-11%	1%	-7%[57.5 µM]	i	18%	7%	10%
CCCC(=O)Nc1ccc(-c2cnc(-c3ccc(NC(=O)CCC)cc3)nc2)cc1	1%	14	nt	7%	i	i	15%	1%	-5%
CCN(CC(=O)Nc1ccccc1C(F)(F)F)C(=O)CN1C(=O)NC2(CCCCC2)C1=O	0%	2	-8%	-1%	i	i	23%	1%	-7%
CC(=NCCCn1ccnc1)C1=C(O)c2ccccc2C1=O	19%	6	-8%	-15%	i	i	-20%	8%	5%
CCCCCN1CC(=O)N2Cc3[nH]c4ccccc4c3C[C@H]2C1=O	6%	49	18%	3%	i	i	-9%	?	15%
Cc1ccc(S(=O)(=O)N2CCCCC2c2cccnc2)c(C)c1C (configuration not stated)	?	-1	-7%	12%	-41%[inhibitor]	i	16%	?	16%
COc1ccc(/C=C2\Sc3ccc(C(=O)NCC4CCCO4)cc3N(C)C2=O)cc1 (configuration not stated)	1%	-6	40%	-2%	i	i	2%	-21%	10%
CC1CC(C)CN(CCCNC(=O)C2CCC(=O)N2C2CCCC2)C1 (configuration not stated)	-3%	?	37%	-1%	-23%[57.5 µM]	nt	-24%	10%	17%
O=C(NCc1ccco1)c1ccccc1-c1ccc(C(F)(F)F)cc1	8%	44	6%	1%	i	i	?	?	-5%
CC(C)CC(=O)N1CCN(c2ccc([N+](=O)[O-])cc2Cl)CC1	5%	9	36%	?	-16%	i	13µM*	9%	3%
NC(=O)COC(=O)c1ccc2c(c1)S(=O)(=O)c1ccccc1C2=O	-9%	0	2%	11%	i	i	-9%	30%[activator]	12%
CC1CCCCN1CCCNC(=O)CN1C(=O)c2cccnc2Oc2ccc(Cl)cc21 (configuration not stated)	-4%&-5%	-8	-3%&7%	-8%	-16%&-10%	i	-9%	-2%&1%	-1%
Cc1ccc(NC(=O)CSc2nnc(CN3CCOCC3)n2-c2ccccc2)cc1	-15%	?	2%	-2%	i	i	1%	?	-2%
Cc1cc(C)c2c(-n3cccc3)n[nH]c2n1	-2%	-27	-19%	1%	i	i	-10%	58%[activator]	-2%
CCOC(=O)c1sc(NC(=O)c2cc(S(=O)(=O)N3CCOCC3)ccc2C)nc1C	9%	-55*	?	-2%	0%[57.5 µM]	i	-17%	-11%	-1%
O=C(CNC(=O)c1ccc(Br)o1)Nc1ccc(F)c(S(=O)(=O)N2CCOCC2)c1	16%	6	12%	-14%	i	i	-9%	15%	1%
OCCN(CCCn1c(C(F)(F)F)nc2ccccc21)c1nc(CN2CCCCC2)cs1	-6%	1	-7%	0%	i	i	-2%	5%	-5%
COc1ccc(OCCSc2nc(C)nc3ccccc23)cc1	-10%	63	7%	0%	-26%	i	-7%[0.397 µM]	27%	?
CC(=O)c1cccc(NS(=O)(=O)c2ccc(NC(=O)N3CCCCC3)cc2)c1	1%	7	nt	5%	i	i	-3%	6%	6%

One compound at a time, as listed above. Values in the order: Abeta rescue | D3 antag | FUS yeast rescue | aSyn rescue | PTHR1 agonist | pAkt inh | TDP43 rescue | GLP1R inv ag | GLP-1R agonist
Listed for O=P(O)(O)c1ccccc1OCc1ccccc1 : 16% | 0 | -11% | 1% | -7%[57.5 µM] | i | 18% | 7% | 10%
Listed for COc1cccc(C(=O)Nc2cccc(C(=O)NCC(C)C)c2)c1 : -7% | -16 | nt | 0% | i | i | -2% | -6% | 1%

These rows are one share of the data. The share of hits here may be higher or lower than overall.
